High-throughput results deposited in PubChem BioAssay by National Center for Advancing Translational Sciences (NCATS).
Peg3 imprint: genomic imprint erasure induction | hit rate 0.02% among 110,000 | AID 1948 | mouse ES Peg3-LacZ reporter, beta-gal luminescence, 40 h | Potency, µM (doses to about 60.7 µM), without a hit: top-dose activity change, positive = activation, hits mostly activators;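 note: 0% = negative control wells on the plate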
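Readout: BetaGlo luminescence (5 min, room temp) for LacZ from the normally silent maternal Peg3 allele in female Peg3LacZ-Neo ES cells. Cells 300/well, 40 h, 37C, 5% CO2. Data normalized per plate to negative controls.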
p53ts 32C tox: p53ts cell cytotoxicity, permissive temperature; H1299-p53A138V at 32C, ATP luminescence viability, 24 h; Potency, µM (series often up to 46.1 µM), for the others: top-dose activity change, negative = cytotoxicity, hits mostly cytotoxic; hit rate 0.93% among 130,000; AID 924;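 note: 0% = DMSO and -100% = full killing by reference compound; nearly all actives have a fitted effect of over 55% in size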
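H1299-p53 A138V cells (temperature-sensitive p53) exposed 24 h to up to 46 uM compound at 32C, where p53 is wild-type in conformation. Viability read as ATP luminescence and normalised to DMSO and 100 uM tamoxifen. AC50 fitted with the Hill equation.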
IkB sig inh: inhibitors of IkB signaling in ABC-DLBCL cells; ABC-DLBCL IkBa-CBG/CBR dual luciferase ratio, 4 h; response scale: scaled: untreated 0%, proteasome inhibitor 100%; Potency, µM (top dose mostly 57.1 µM), for the others: at the highest dose IkBa stabilization activation; hit rate 0.04% among 110,000; active = well fitted curve in the direction sought with a large enough effect in the signal ratio, not every such curve was filed as active; inconclusive = small, poorly fitted or top-dose-only effect, or a change in a side signal; the % refers to the signal ratio;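 note: the direction sought is a rising ratio; 0% = basal untreated cells and 100% = reference inhibitor full response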
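In this assay, an IκBα–CBG68 fusion accumulates when IKK-driven degradation is blocked; native CBR normalizes for cell number. OCI-Ly3 cells were treated 4 h with compound and doxycycline, then green and red light read after Chroma-Glo addition.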
p53ts 39C kill: kills p53ts cells at the nonpermissive temperature | H1299-p53A138V viability at 39C, ATP luminescence, 24 h | Potency, µM (titrated, usually from 46.1 µM), without a hit: at the top dose activity change, negative = cell killing, most hits filed as cytotoxic | hit rate 1.5% among 130,000; note: nearly all actives have a fitted effect of over 55% in size
An asterisk follows results filed as active; ? = inconclusive; · = no result given; [ ] = another dose, or the depositor's remark. Unless noted, calls come from the whole dose curve; as a rule, active = well fitted curve in the direction sought with a large enough effect; inconclusive = small, poorly fitted or top-dose-only effect, or another doubt; inactive = no such curve, though single readings can be large; an effect the other way counts as inactive or inconclusive. Unless noted, % is set by controls: 0 for no effect and ±100 for the full control effect; potency is the fitted concentration of half-maximal effect. Compounds were not picked by outcome; about 1.8% have a hit in one of these screens.

SMILES	p53ts 39C kill	p53ts 32C tox	IkB sig inh	Peg3 imprint
Cc1cccc(CC(=O)Nc2cccc(-c3nc4cccnc4s3)c2)c1	6%	-4%	0.3%	7%[10.9 µM]
O=C(c1ccccc1Cl)N(Cc1ccco1)c1ccccn1	-20%	-8%	0.4%	-20%[10.9 µM]
COc1ccc(-c2noc(CSc3nc(N)c(-c4ccccc4)c(=O)[nH]3)n2)cc1	5%	0%	0.4%	-19%
COc1cccc(NC(=O)Cc2cn(C)c3ccccc23)c1	-8%	24%	?	-9%
COc1cccc(C(=O)Nc2ccc3nc(N4CCC(C)CC4)cc(C)c3c2)c1	25%	5%	?	-13%[10.9 µM]
Nc1ccc(-c2nc3c(Cl)c(N)ccc3[nH]2)cc1	?	?	3.7%	-74%[inhibitor]
O=C(NC1CCCC1)C1CCN(S(=O)(=O)N2CCCCC2)CC1	1%	8%	-1.0%	-10%
Cn1c(SCC(=O)NC2CCCCC2)nnc1-c1cccc(N)c1	9%	-6%	·	·
Cc1ccccc1NC(=O)CSc1nc(-c2ccccc2)cn1-c1ccccc1F	3%	24%	-0.6%	-18%[10.9 µM]
O=C(CSc1nc2c([nH]c3ccccc32)c(=O)n1-c1cccc(Cl)c1)N1CCc2ccccc21	-21%	-10%	-1.2%	-3%[10.9 µM]

New compounds follow.
SMILES	p53ts 39C kill	p53ts 32C tox	IkB sig inh	Peg3 imprint
O=C(Nc1nnc(S(=O)(=O)N2CCc3ccccc32)s1)c1cccc(Cl)c1	11%	5%	-1.3%	18%[10.9 µM]
O=C(NC1CCCCCC1)c1c(F)c(F)c(F)c(F)c1F	11%	3%	4.9%	-15%
C[C@@H]1/C=C\CC(=O)OC[C@H]2O[C@@H](C=C[C@@H]2O)[C@H](C)/C=C\CC(=O)OC[C@H]2O[C@H]1C=C[C@@H]2O	8%[9.22 µM]	10%[9.22 µM]	·	·
CC1(C)CC(=O)C(C=Nc2ccc(O)cc2)=C(O)C1	3%	8%	0.5%	7%
Cc1ccccc1NC1=NC(C)(C)N=C(N)N1	2%	-6%	-0.1%	·
O=C(Nc1ccc(Br)cc1)c1ccc(F)c(S(=O)(=O)NC2CCCCCC2)c1	13µM*	?	?	-25%[10.9 µM]
COc1cccc(N(C(=O)c2ccco2)C(C(=O)NC2CCCC2)c2cccnc2)c1 (stereo not drawn)	12%	-3%	-1.6%	·
COc1ccc(S(=O)(=O)Nc2ccc(O)c(Sc3nc4ccccc4s3)c2)cc1	-18%	10%	?	-8%[10.9 µM]
Cc1ccc(N2C(=O)c3n[nH]c(C)c3C2c2ccccn2)cc1 (stereo not drawn)	-1%	-4%	1.7%	-12%
CCOC(=O)c1ccc2c(c1)sc1nc(-c3ccc(OCC)cc3)cn12	-17%	-7%	-0.2%	-15%[10.9 µM]

The results go on.
SMILES	p53ts 39C kill	p53ts 32C tox	IkB sig inh	Peg3 imprint
COC(=O)c1ccc(COc2cccc(OC)c2)o1	-1%	4%	1.3%	-52%[inhibitor]
C=CC(C)Sc1nc2c(c(=O)n(C)c(=O)n2C)n1Cc1ccccc1Cl (stereo not drawn)	-7%	-10%	?	8%
O=C(NCCCN1CCCC1=O)c1ccc(Cl)c(NS(=O)(=O)c2ccc(F)cc2)c1	2%	-1%	-0.2%	-5%
CCC(=O)Nc1cc(C(F)(F)F)ccc1N1CCOCC1	-1%	3%	1.3%	1%
CC(Nc1ccccc1)c1cc(Cl)ccc1O (stereo not drawn)	7%	-8%	·	·
Cc1cc(N(C)C)c(C#N)c(NCc2ccccc2)n1	-3%	-4%	0.2%	1%
CC(C)[C@H](NC(=O)NCc1ccc(Cl)cc1)C(=O)O	-5%	-1%	-1.4%	-7%
CCC(C)(C)n1nnnc1C(c1cccs1)N1CCc2ccccc21 (stereo not drawn)	0%	11%	?	-16%
COc1cccc([C@H]2Oc3ccc(OC)cc3/C(=N\OCC[C@@H]3C=C[C@H](OC(C)=O)[C@H](COC(C)=O)O3)[C@@H]2O)c1	6%[9.22 µM]	2%[9.22 µM]	·	·
COc1cc(NC(=O)c2cc(-c3cccc(O)c3)on2)cc(OC)c1OC	-13%	1%	12%	-20%

Continuation:
SMILES	p53ts 39C kill	p53ts 32C tox	IkB sig inh	Peg3 imprint
COC(=O)C1=C(C)Nc2ncnn2C1c1ccco1 (stereo not drawn)	11%	4%	-2.5%	-12%
O=C1c2ccncc2C(=O)N1C1CCCCC1	4%	15%	0.5%	3%
Cc1cc(C)cc(NC(=O)CSc2nncn3c2cc2occc23)c1	-30%	-9%	?	-17%[10.9 µM]
CCC(C)Nc1oc(-c2ccc(COc3ccc(Cl)cc3)o2)nc1C#N (stereo not drawn)	13%	-14%	-1.5%	-14%[10.9 µM]
Cn1cnc2c1c(=O)n(Cc1ccccc1)c(=O)n2C	-2%	-5%	1.7%	6%
O=C(CSc1nnc2[nH]c(=O)cc(-c3ccccc3)n12)Nc1cc(C(F)(F)F)ccc1Cl	1.3µM*	0.63µM*	?	16%[10.9 µM]
Cc1noc(C)c1C(=O)Nc1sc(C)c(C)c1C#N	0%	8%	-0.4%	0%
Cc1cccc(Nc2ncccc2C(=O)O)c1C	-3%	-6%	0.2%	-50%[inhibitor]
COC(=O)c1c(SCC(=O)Nc2ccccc2C(F)(F)F)[nH]c2ccc(Cl)cc2c1=O	-25%	?	?	-3%[10.9 µM]
Cc1cccc(Cn2c(=O)n(CC3CCC(C(=O)N4CCOCC4)CC3)c(=O)c3sccc32)c1 (stereo not drawn)	-16%	-1%	3.0%	-11%[10.9 µM]

Remaining list, next part:
SMILES	p53ts 39C kill	p53ts 32C tox	IkB sig inh	Peg3 imprint
O=C(CCn1ccc2ccccc21)Nc1ccc(N2CCOCC2)cc1	-8%	8%	0.8%	-13%
CSc1nc2ccc3nc(NC(=O)c4cccs4)sc3c2s1	5%	-3%	3.0%	-10%
COc1ccc(OC)c(CCNC(=O)CCCn2c(=O)c3cccn3c3cccnc32)c1	31%[activator]	0%	-3.2%	-14%[10.9 µM]
Cn1cc(C(=O)O)c(=O)c2cc(S(=O)(=O)N3CCCCC3)ccc21	-19%	-4%	1.3%	-6%[10.9 µM]
O=C(Nc1ccc(Cl)cn1)c1cnn2cccnc12	-14%	-8%	-2.5%	-25%
C1=C(CCNc2ncnc3nc[nH]c23)CCCC1	?	-10%	?	-33%[inhibitor]
CC12CC(NC(=O)N1CCc1ccccc1)c1ccccc1O2 (stereo not drawn)	-8%	-4%	?	-15%
Cn1nc(-c2ccc(C(=O)Nc3ccc(OC(F)(F)F)cc3)cc2)c2ccccc2c1=O	-20%	21%	?	-16%[10.9 µM]
CCOC(=O)c1cc(-c2ccccc2)sc1N	-7%	15%	-1.2%	0%
CC1CCC(C(C)C)C(OC(=O)CSc2n[nH]c(=O)[nH]c2=O)C1 (stereo not drawn)	-2%	5%	5.9%	-5%

Other structures follow:
SMILES	p53ts 39C kill	p53ts 32C tox	IkB sig inh	Peg3 imprint
COc1cc(C(c2sc3nc(C)nn3c2O)N2CC(C)CC(C)C2)cc(OC)c1OC (stereo not drawn)	16%	10%	7.1%	-3%
COC(=O)c1ccc(NC(=O)C(=O)NCCc2sc(-c3cccc(F)c3)nc2C)cc1	-17%	6%	-1.9%	-12%[10.9 µM]
Cn1ccnc1Sc1nc2c(c(=O)n(C)c(=O)n2C)n1C	-1%	-5%	0.3%	-6%
CCC(=O)N1CCc2cc(S(=O)(=O)NC(C(=O)NC(C)c3ccccc3)C(C)C)ccc21 (stereo not drawn)	-2%	-8%	-0.9%	-13%
Cc1cccc(C)c1OCc1cc(=O)n2ccsc2n1	-8%	-3%	0.9%	-6%[10.9 µM]
Cc1ccc(-n2nnnc2SCc2nnc(-c3ccccc3Br)o2)cc1	-12%	-5%	?	?
COc1ccc(NC(=O)c2nc(SCc3ccc(F)cc3)ncc2Cl)cc1	-21%	-10%	?	-11%[10.9 µM]
Cn1c(=O)n(C)c2cc(CNCc3ccc(F)cc3)ccc21	4%	-3%	-0.3%	-13%[10.9 µM]
COc1ccc(S(=O)(=O)NCCSCc2ccco2)cc1	-17%	8%	1.3%	-15%
O=C(CSc1nccn1-c1ccc(Cl)cc1)Nc1ccc(Cl)c(Cl)c1	-28%	-1%	?	-12%[10.9 µM]

Some of the entries so far, as labelled records.
COc1ccc(S(=O)(=O)Nc2ccc(O)c(Sc3nc4ccccc4s3)c2)cc1
  p53ts 39C kill: -18%
  p53ts 32C tox: 10%
  IkB sig inh: ?
  Peg3 imprint: -8%[10.9 µM]
Cc1ccc(N2C(=O)c3n[nH]c(C)c3C2c2ccccn2)cc1 (stereo not drawn)
  p53ts 39C kill: -1%
  p53ts 32C tox: -4%
  IkB sig inh: 1.7%
  Peg3 imprint: -12%
CCOC(=O)c1ccc2c(c1)sc1nc(-c3ccc(OCC)cc3)cn12
  p53ts 39C kill: -17%
  p53ts 32C tox: -7%
  IkB sig inh: -0.2%
  Peg3 imprint: -15%[10.9 µM]
COC(=O)c1ccc(COc2cccc(OC)c2)o1
  p53ts 39C kill: -1%
  p53ts 32C tox: 4%
  IkB sig inh: 1.3%
  Peg3 imprint: -52%[inhibitor]

Following part:
SMILES	p53ts 39C kill	p53ts 32C tox	IkB sig inh	Peg3 imprint
CCOc1cc(NC(=O)c2cnccn2)c(OCC)cc1NC(=O)c1ccc(OC)cc1	0%	3%	-2.6%	12%
CC1=C(C(=O)NCc2ccccc2)C(c2ccccc2OCC(N)=O)NC(=O)N1 (stereo not drawn)	11%	6%	2.8%	-12%
Cn1c(SC2C(=O)CC(C)(C)CC2=O)nnc1-c1ccco1	9%	-7%	1.8%	·
CCc1nn(CC(=O)NCCCN(CC)CC)c(=O)c2cc3sc(C)cc3n12	1%	8%	0.6%	-7%[10.9 µM]
COc1ccccc1Nc1ncnc2ccccc12	-14%	5%	0.3%	-4%
Cc1ccc2c(c1)c(C)c(C)n2CC(O)CN1CCCCC1C (stereo not drawn)	-15%	-13%	1.3%	-8%
O=C(NC1CCCC1)C(c1ccccc1)N(Cc1ccco1)C(=O)Cc1cccs1 (stereo not drawn)	-1%	-2%	·	·
CCOc1ccc(N2C(=O)CC(SCCN)C2=O)cc1 (stereo not drawn)	13µM*	13µM*	-0.3%	·
O=C(NC1CCCCC1)N1CCN(Cc2nc3ccccc3c(=O)[nH]2)CC1	6%	7%	0.1%	-8%
CCn1c(=O)c(-c2ccccc2)c(O)c2ccccc21	21%	3%	0.2%	-6%

The list continues.
SMILES	p53ts 39C kill	p53ts 32C tox	IkB sig inh	Peg3 imprint
COCC(=O)Nc1nnc(COc2ccc(Cl)cc2)s1	-5%	-7%	·	·
C=CCn1c(SCC(=O)Nc2ccc(N(C)C)cc2)nnc1-c1cccc(C)c1	0%	2%	0.9%	-37%[inhibitor]
C1=CCC(/C=N/n2cnnc2)CC1 (stereo not drawn)	1%	-22%	0.6%	6%
Cc1ccc(NC(=O)Nc2nnc(Cc3ccc([N+](=O)[O-])cc3)s2)cc1C	-4%	-8%	·	·
Cc1ccc2[nH]c(C(=O)Nc3ccccc3)cc2c1	?	?	?	-22%[10.9 µM]
COCc1nc2ccccc2n1CCCOc1ccccc1	5%	5%	0.6%	-20%
COC(=O)c1cc2sc(Cl)cc2n1Cc1cc(C)ccc1C	4%	6%	1.3%	-5%[10.9 µM]
O=C1c2[nH]nc(-c3ccccc3O)c2C(c2cccc(OCc3ccccc3)c2)N1CCO (stereo not drawn)	15%	10%	2.1%	-4%[10.9 µM]
CCOc1ccc(-c2nnn(CC(=O)Nc3cc(OC)cc(OC)c3)n2)cc1OCC	-2%	-8%	-2.6%	-10%
CCn1c(SCC(=O)Nc2ccc(C(=O)OC)cc2)nc2cccnc21	-9%	6%	·	·

(listing goes on)
SMILES	p53ts 39C kill	p53ts 32C tox	IkB sig inh	Peg3 imprint
CNC(=O)c1ccccc1-c1ccccc1	-3%	7%	-2.4%	-1%
COc1ccc(/C(O)=C2/C(=O)C(=O)N(CCN3CCOCC3)C2c2cccnc2)cc1OC (stereo not drawn)	10%	4%	·	·
c1ccc(-n2c(-c3ccncc3)nnc2-c2ccco2)cc1	11%	2%	2.1%	·
COc1cc(C(C)=O)ccc1OCC(=O)c1cc(C)n(C2CC2)c1C	-17%	-3%	0.5%	-4%
